aSyn rescue = alpha-synuclein toxicity inhibition in yeast; Yeast expressing alpha-synuclein, growth rescue, BacTiter-Glo, 24 h; Potency, µM (top dose mostly 46.1 µM), inactives show at the top dose growth rescue (activation), actives largely listed as activators; 370,000 compounds, 0.14% hits; AID 652106; further: potency means the concentration at half of the fitted maximal effect; % of control where 0% means no effect; nearly all actives have a fitted effect of over 65% in size
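Rescue of yeast growth: cells expressing toxic alpha-synuclein, induced in galactose at OD600 0.02, incubated with compound 24 h at 30 C. ATP luminescence quantified growth; inhibitors of toxicity appear as activators.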
GLP-1R inv ag = acts as inverse agonist at human GLP-1 receptor; 410,000 compounds, 1.6% hits; HEK293 GLP-1R CRE-luciferase, luminescence, 24 h; GLP-1R form is constitutively active; P43220; Potency, µM (highest dose often 38.3 µM), inactives show at the highest dose activity change, negative = inhibition, usual class: inhibitors; AID 624417; further: potency means the concentration at half of the fitted maximal effect; on the % scale 0 is the no-effect control and ±100 the full control effect; nearly all actives have a fitted effect of over 55% in size
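HEK293 cells stably co-expressing constitutively active GLP-1R and a cAMP-responsive luciferase reporter were seeded in DMEM with 10% Nu serum, given compounds after 12 h, and incubated 24 h at 37 deg C. Luminescence was then read.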
GLP-1R agonist = activates the human GLP-1 receptor; 380,000 compounds, 0.007% hits; Potency, µM (doses to about 45.6 µM), without a hit: at the highest dose activation, actives largely listed as activators; P43220; HEK293 GLP-1R CRE-luciferase, luminescence, 4-6 h; cells express a hypersensitive GLP-1R form; further: potency means the concentration at half of the fitted maximal effect; % of control where 0% means no effect
DRD3 agonist = D3 dopamine receptor (human) agonism | max activation, % | 410,000 compounds, 0.58% hits | P35462 | D3R DiscoveRx beta-arrestin cells, luminescence, 90 min; in the data active means max activation above about 30%; further: 0% is about no effect; mostly tested at two doses, the higher about 12 µM
Target sequence (P35462 whole entry, looked up): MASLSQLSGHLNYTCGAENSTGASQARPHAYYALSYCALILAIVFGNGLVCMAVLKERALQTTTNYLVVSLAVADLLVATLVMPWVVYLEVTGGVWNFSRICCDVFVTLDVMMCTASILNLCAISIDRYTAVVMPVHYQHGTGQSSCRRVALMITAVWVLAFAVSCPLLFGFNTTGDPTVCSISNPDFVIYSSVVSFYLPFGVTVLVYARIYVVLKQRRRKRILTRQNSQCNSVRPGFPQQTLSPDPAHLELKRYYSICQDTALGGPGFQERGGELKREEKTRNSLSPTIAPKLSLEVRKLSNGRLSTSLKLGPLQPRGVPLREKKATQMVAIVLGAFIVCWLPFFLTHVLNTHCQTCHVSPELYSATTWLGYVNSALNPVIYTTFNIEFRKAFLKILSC
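Agonist mode: compounds and dopamine controls were applied to plated cells for 90 min at 37 degrees C after an overnight attachment at 1500 cells/well. Luminescent read-out followed 30 - 60 minutes at room temperature with DiscoveRx detection reagent.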
GLP1R cytotox = cytotoxicity in counter-screen for GLP-1R inverse agonists; HEK293 cAMP-luciferase reporter cells, luminescence, 24 h; Potency, µM (highest dose often 38.3 µM), for the others: at the highest dose activity change, negative = inhibition, actives largely listed as inhibitors; 410,000 compounds, 0.13% hits; AID 624418;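 further: loss of luciferase light is scored as toxicity; potency means the concentration at half of the fitted maximal effect; on the % scale 0 is the no-effect control and ±100 the full control effect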
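To flag toxic compounds, the library was rerun on cells for 24 hr at 37 deg C and 5% CO2. Viability-linked luminescence was captured 12 min after adding luciferase detection reagent.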
KB-V1 MDR tox = KB-V1 MDR subline cytotoxicity | KB-V1 MDR cells viability, CellTiter-Glo, 72 h | Potency, µM (series often up to 46.1 µM), for inactives: at the top dose activity change, negative = cytotoxicity, hits mostly cytotoxic | 400,000 compounds, 3.4% hits | AID 1347076; further: potency means the concentration at half of the fitted maximal effect; on the % scale 0 is the no-effect control and ±100 the full control effect; nearly all actives have a fitted effect of over 60% in size
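In this primary screen, KB-V1 cells overexpressing P-gp are incubated with library compounds (lowest to highest concentration) for 72 h at 37 degrees C before a luminescent ATP viability read.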
PTHR1 ag = activates the human parathyroid hormone receptor PTHR1; 410,000 compounds, 0.075% hits; HEK293 GP2 PTHR1 cells, GloSensor cAMP luminescence, 1 h; Potency, µM (top dose mostly 115 µM), for the others: at the highest dose activation, actives largely listed as activators; AID 743266; Q03431; further: potency means the concentration at half of the fitted maximal effect; nearly all actives have a fitted effect of over 55% in size; some results filed as inactive show a strong effect at the top dose; inactives centre near -15; many of its hits are not listed in these tables
Target sequence (Q03431 whole entry, looked up): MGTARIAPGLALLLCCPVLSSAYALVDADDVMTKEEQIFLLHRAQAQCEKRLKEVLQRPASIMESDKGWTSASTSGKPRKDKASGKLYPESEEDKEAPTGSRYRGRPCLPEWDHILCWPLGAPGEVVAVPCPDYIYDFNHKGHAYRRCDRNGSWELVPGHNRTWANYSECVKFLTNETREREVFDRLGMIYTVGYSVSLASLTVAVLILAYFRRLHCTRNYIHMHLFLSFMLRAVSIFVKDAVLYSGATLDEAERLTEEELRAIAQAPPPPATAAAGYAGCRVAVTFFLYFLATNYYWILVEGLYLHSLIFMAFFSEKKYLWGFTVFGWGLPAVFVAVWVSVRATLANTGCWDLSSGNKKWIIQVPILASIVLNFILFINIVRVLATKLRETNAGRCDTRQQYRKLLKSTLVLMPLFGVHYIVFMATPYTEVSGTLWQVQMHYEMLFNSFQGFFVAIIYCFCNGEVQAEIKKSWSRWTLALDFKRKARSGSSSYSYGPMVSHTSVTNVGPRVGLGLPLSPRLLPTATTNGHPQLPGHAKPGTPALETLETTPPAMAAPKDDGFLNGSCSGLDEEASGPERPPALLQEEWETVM
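HEK-293-derived GP2 cells expressing PTHR1 and a GloSensor cAMP reporter, 3,000/well, plated overnight, given luciferin plus IBMX (each 0.5 mM as added) for 1 h at 37 °C, then compound for 1 h at 37 °C. Luminescence was read after 15 min at room temperature.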
TDP-43 yeast inh = inhibitors of TDP-43 toxicity in yeast. AID 652104. TDP-43 expressing yeast growth rescue, BacTiter-Glo, 24 h. 410,000 compounds, 1.8% hits. Potency, µM (series often up to 46.1 µM), without a hit: at the top dose growth rescue (activation), actives largely listed as activators; further: potency means the concentration at half of the fitted maximal effect; % of control where 0% means no effect; nearly all actives have a fitted effect of over 50% in size
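Growth rescue of TDP-43-toxic yeast measured as ATP luminescence (BacTiter-Glo). Cells grown to mid-log in raffinose, induced in galactose at OD600=0.02, exposed to compound 24 hr at 30 deg C.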
D3 antag = D3 dopamine receptor (human) antagonism; P35462; D3R cells, DiscoveRx beta-arrestin luminescence, antagonist mode; active compounds read low; max response, negative = inhibition, %; 360,000 compounds, 2.5% hits; AID 652054; in the data active means max response below about -50%; inconclusive means no clear call, values can overlap the other calls; further: on the % scale 0 is the no-effect control and ±100 the full control effect; mostly tested at two doses, the higher about 12 µM
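Cells plated overnight at 1500 cells/well, then exposed to library compounds with dopamine controls for 90 minutes at 37 degrees C. DiscoveRx reagent added for 30–60 minutes at room temperature; luminescence read, quantitative HTS format.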
* hit, by the source's call; i = inactive; ? = inconclusive; nt = no result given; [ ] = dose if it differs, or a comment. Unless noted, the call rests on the fitted dose curve; in most records, active means well fitted curve in the direction sought with a large enough effect; inconclusive means small, poorly fitted or top-dose-only effect, or another doubt; inactive means no such curve, though single readings can be large; an effect the other way counts as inactive or inconclusive. Not all compounds are listed. The share of hits here may be higher or lower than overall.

1. COC(=O)c1ccccc1NC(=O)C(C)NS(=O)(=O)c1ccc(OC)cc1 (stereo unspecified)
2. COc1ccc([C@H]2CC(=O)C=C(c3cccc(OCc4ccccc4)c3)C2)cc1
3. O=C(NC1CCCCC1)c1cc([N+](=O)[O-])ccc1N1CCCCC1
4. S=c1nc(-c2ccc(Cl)cc2)[nH][nH]1
5. COCCCNC(=O)C1CCN(c2ccc(N3CCOCC3)nn2)CC1
6. Cc1ccccc1OCCC(=O)Nc1ccc(N2CCOCC2)cc1N1CCOCC1
7. O=C(COc1ccccc1[N+](=O)[O-])Nc1ccc(Br)cc1
8. CC1CCC(NC(=O)CSc2ccc(S(=O)(=O)N(C)C)cn2)CC1 (stereo unspecified)

Screen / compound no.	1	2	3	4	5	6	7	8
aSyn rescue	0%	6%	-1%	3%	2%	2%	9%	-1%
GLP-1R inv ag	-11%	?	-3%	0%	29%	-9%	20%	10%
GLP-1R agonist	-2%	8%	2%	5%	1%	13%	14%	10%
DRD3 agonist	0	-29	-26	0	-3	-4	-10	-2
GLP1R cytotox	25%	5%	-13%	-12%	32%[activator]	5%	-3%	-5%
KB-V1 MDR tox	10%	9%	9.2µM*	-5%	1%	-23%	-2%	9%
PTHR1 ag	i	-24%	-13%	-9%	i	i	-45%[inhibitor]	-8%
TDP-43 yeast inh	10%	4%	-8%	-14%	2%	3%	21%	?
D3 antag	-5	-16	?	-6	-6	-4	-9	23

9. N/C(Cc1ccc([N+](=O)[O-])cc1)=N\OC(=O)COc1ccc2ccccc2c1
10. CN1CCN(c2ccccc2NC(=O)c2ccc(-c3ccccc3[N+](=O)[O-])o2)CC1
11. COc1ccc(OCCn2cncn2)cc1
12. CC1CCN(C(=O)COC(=O)[C@H](C)NS(=O)(=O)/C=C/c2ccccc2)CC1
13. COc1cc(OC)cc(C(=O)N2CCCC(Nc3ccc(F)cc3)C2)c1 (stereo unspecified)
14. Cc1nnc(NNS(=O)(=O)c2ccc(Cl)cc2)[nH]c1=O
15. O/N=C1\CCCC\C1=C/c1ccccc1
16. Cn1c(=O)[nH]c(=O)c2c1nc(CN1CCN(c3ccc(F)cc3)CC1)n2CCN1CCOCC1

Screen / compound no.	9	10	11	12	13	14	15	16
aSyn rescue	-43%[inhibitor]	-2%	1%	1%	2%	0%	-7%	2%
GLP-1R inv ag	-23%	?	-12%	-15%	-3%	11%	-1%	11%
GLP-1R agonist	12%	0%	10%	5%	16%	-1%	20%	1%
DRD3 agonist	3	-5	2	-8	-2	4	-2	5
GLP1R cytotox	21%	?	4%	6%	-12%	5%	4%	-12%
KB-V1 MDR tox	-26%	-21%	12%	25%	-7%	-1%	3%	2%
PTHR1 ag	-19%[57.5 µM]	-19%	i	i	-10%	i	0%	-17%
TDP-43 yeast inh	14%	0%	-1%	5%	3%	8%	11%	7%
D3 antag	4	-26	-22	-3	3	3	-20	21

Rewritten as labelled records: part of the list above.
[13] COc1cc(OC)cc(C(=O)N2CCCC(Nc3ccc(F)cc3)C2)c1 (stereo unspecified)
  aSyn rescue: 2%	GLP-1R inv ag: -3%	GLP-1R agonist: 16%	DRD3 agonist: -2	GLP1R cytotox: -12%	KB-V1 MDR tox: -7%	PTHR1 ag: -10%	TDP-43 yeast inh: 3%	D3 antag: 3

[4] S=c1nc(-c2ccc(Cl)cc2)[nH][nH]1
  aSyn rescue: 3%	GLP-1R inv ag: 0%	GLP-1R agonist: 5%	DRD3 agonist: 0	GLP1R cytotox: -12%	KB-V1 MDR tox: -5%	PTHR1 ag: -9%	TDP-43 yeast inh: -14%	D3 antag: -6

Other entries:
cpd | smiles | aSyn rescue | GLP-1R inv ag | GLP-1R agonist | DRD3 agonist | GLP1R cytotox | KB-V1 MDR tox | PTHR1 ag | TDP-43 yeast inh | D3 antag
17 | O=C(Cc1ccccc1F)c1ccc(O)cc1O | -6% | 0%[7.66 µM] | 5% | 3 | 0%[7.66 µM] | ? | -15% | 21%[9.22 µM] | 13
18 | CCOc1ccc(S(=O)(=O)c2c(C(=O)c3ccc(C)c(C)c3)cnc3ccccc23)cc1 | nt | ? | nt | -4 | -6% | 0% | i | 0% | nt
19 | CCOC(=O)N1CCOCCOCCN(C(=O)OCC)CCOCC1 | 1% | 10% | -10% | 3 | 6% | 0% | i | 3% | -8
20 | CN(c1ccc(C(=O)Nc2ccc(CC#N)cc2)cc1)S(C)(=O)=O | 3% | 18% | -2% | 1 | 0% | 2% | -36%[inhibitor] | 15% | 11
21 | COc1ccc(CN(CC(=O)NCc2ccco2)C(=O)CNS(=O)(=O)c2ccc(C)cc2)cc1 | 4% | -13% | 20% | 13 | -9% | 2% | -23% | -25% | 7
22 | COc1ccc(OC)c(NC(=S)NN2CCOCC2)c1 | -3% | -5% | -4% | -2 | 16% | 12% | -4%[57.5 µM] | -17% | 3
23 | COc1ccc(-c2cc(C(=O)N(C)CC(=O)Nc3ccccc3Br)c3ccccc3n2)cc1OC | 2% | ? | 32% | 12 | -26% | 9.2µM* | -25% | 18% | 32
24 | CCOc1ccc(S(=O)(=O)N2CCCCC2)cc1NC(=O)CSCc1c(C)noc1C | -2% | 12% | 12% | -3 | 2% | -2% | -3% | 9% | -4
25 | C#CCOCCOCCOCCNc1nc(N2CCN(C(=O)[C@H]([C@@H](C)CC)n3cc(CCCN=C(N)N)nn3)CC2)nc(N2CCN(C(=O)[C@H](C)n3cc(CCCN=C(N)N)nn3)CC2)n1 | 5% | 18% | 0% | -15 | -5% | -5% | i | 4% | 1
26 | N#CC1=C(SCC(=O)c2cc3ccccc3oc2=O)NC(=O)C(C#N)C12CCCC2 (stereo unspecified) | -7% | 1% | -41%[inhibitor] | -2 | 0% | 7% | -10% | -4% | -1
27 | c1ccc2cc(CSCc3nc4ccccc4[nH]3)ccc2c1 | -1% | 10µM* | -2% | -8 | ? | ? | -17% | -1% | -17
28 | CCN1C(=O)c2cccc3c(S(=O)(=O)NCc4ccccn4)ccc1c23 | -4% | 25% | -3% | 2 | 489%[activator] | 1% | i | 23% | -8
29 | COc1cccc(C(=O)Nc2ncc3c(n2)CC(C)CC3=O)c1 (stereo unspecified) | -17% | -16% | 3% | 1 | -10% | 9% | -2%[57.5 µM] | 22% | 15
30 | Cc1ccc(NC(=O)c2cc(S(=O)(=O)N(C)C)ccc2N2CCCC2)cc1S(=O)(=O)N(C)C | 2% | -8% | 11% | 6 | -9% | -3% | i | 0% | -7
31 | S=C(NCc1ccncc1)Nc1ccccc1 | -10% | 4% | -2% | -4 | 8% | -9% | -42%[inhibitor] | -3% | -6
32 | COc1ccc(COC(=O)C2CC(=O)N(Cc3ccccc3)C2)cc1 (stereo unspecified) | -3% | 4% | -8% | -8 | 7% | -1% | i | ? | -23
33 | C[C@@H]1CCCCO[C@@H](CN(C)S(=O)(=O)c2ccccc2)[C@@H](C)CN([C@H](C)CO)C(=O)c2cc(NS(=O)(=O)c3ccc(F)cc3)ccc2O1 | -2% | -11% | -4% | -5 | -12% | -28% | -1% | 21% | -17
34 | O=C(c1cc2ncc(Br)cn2n1)N1CCCCC1 | 1% | 47%[activator] | 4% | 4 | 6% | 1% | i | -28% | 15
35 | CCn1ccnc1CN(C)C(=O)c1cc(COc2ccc(OC)c3ccccc23)on1 | 9% | ? | 10% | 2 | -13% | -18% | -12% | -12% | 16
36 | Cc1ccc(CNC(=O)CCCCCn2c(=O)c3sccc3n(CC(=O)Nc3ccc(C)c(F)c3)c2=O)cc1 | nt | 14% | nt | 0 | 8% | -13% | i | 6% | nt
37 | CCS(=O)(=O)N1CCN(Cc2ccncc2)CC1 | 9% | 14% | 1% | -7 | 2% | 14% | i | -20% | -16

Compounds listed so far containing four or more nitrogen atoms, in the order listed:
cpd | smiles | aSyn rescue | GLP-1R inv ag | GLP-1R agonist | DRD3 agonist | GLP1R cytotox | KB-V1 MDR tox | PTHR1 ag | TDP-43 yeast inh | D3 antag
5 | COCCCNC(=O)C1CCN(c2ccc(N3CCOCC3)nn2)CC1 | 2% | 29% | 1% | -3 | 32%[activator] | 1% | i | 2% | -6
10 | CN1CCN(c2ccccc2NC(=O)c2ccc(-c3ccccc3[N+](=O)[O-])o2)CC1 | -2% | ? | 0% | -5 | ? | -21% | -19% | 0% | -26
14 | Cc1nnc(NNS(=O)(=O)c2ccc(Cl)cc2)[nH]c1=O | 0% | 11% | -1% | 4 | 5% | -1% | i | 8% | 3
16 | Cn1c(=O)[nH]c(=O)c2c1nc(CN1CCN(c3ccc(F)cc3)CC1)n2CCN1CCOCC1 | 2% | 11% | 1% | 5 | -12% | 2% | -17% | 7% | 21
25 | C#CCOCCOCCOCCNc1nc(N2CCN(C(=O)[C@H]([C@@H](C)CC)n3cc(CCCN=C(N)N)nn3)CC2)nc(N2CCN(C(=O)[C@H](C)n3cc(CCCN=C(N)N)nn3)CC2)n1 | 5% | 18% | 0% | -15 | -5% | -5% | i | 4% | 1
30 | Cc1ccc(NC(=O)c2cc(S(=O)(=O)N(C)C)ccc2N2CCCC2)cc1S(=O)(=O)N(C)C | 2% | -8% | 11% | 6 | -9% | -3% | i | 0% | -7
34 | O=C(c1cc2ncc(Br)cn2n1)N1CCCCC1 | 1% | 47%[activator] | 4% | 4 | 6% | 1% | i | -28% | 15
35 | CCn1ccnc1CN(C)C(=O)c1cc(COc2ccc(OC)c3ccccc23)on1 | 9% | ? | 10% | 2 | -13% | -18% | -12% | -12% | 16
36 | Cc1ccc(CNC(=O)CCCCCn2c(=O)c3sccc3n(CC(=O)Nc3ccc(C)c(F)c3)c2=O)cc1 | nt | 14% | nt | 0 | 8% | -13% | i | 6% | nt

Compound activity (PubChem)
